# Epigenetic mod – epigenetic GFP locus derepression in mouse cells. Potency, µM (titrated, usually from 46.1 µM), for the others: at the top dose GFP derepression (activation). hit rate 0.09% among 68,000. mouse C127i GFP locus derepression, cytometry, 30 h; note: % of control where 0% means no effect
#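 Locus derepression in mouse mammary C127i cells whose integrated CMV-GFP reporter is normally silent; GFP expression after 30 h compound treatment was quantified by counting fluorescent cells.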
# HBB splicing – alters splicing of the hemoglobin beta chain; HBB splicing reporter cell assay, activation; EGFP reporter with mutant IVS2-654 intron; response scale: normalised to 500 nM splice-correcting PNA; Potency, µM (highest dose often 46.1 µM), for the others: top-dose activation, most hits filed as activators; hit rate 0.06% among 65,000; note: potency is the fitted concentration of half-maximal effect; 0% is about no effect
#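 Compounds were applied for 2 days to HeLa EGFP-654 cells, 500/well in Optimem with 2% FCS. The reporter's EGFP is disrupted by mis-splicing of beta-globin intron IVS2-654. Readout: summed well GFP fluorescence from 488 nm laser scanning; reference was 500 nM antisense […] 654 PNA.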
# BRCT PPI red – disrupts BRCA1 BRCT binding to phosphoprotein, red fluorophore readout | hit rate 0.03% among 75,000 | AID 892 | BRCT-phosphopeptide binding, red fluorescence polarization | Potency, µM (top dose mostly 76.9 µM), without a hit: at the top dose activity change, negative = inhibition, hits mostly inhibitors; note: % is set by controls: 0 for no effect and ±100 for the full control effect
#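 Fluorescence polarization: 100 nM His-tagged BRCA1 BRCT with 100 nM TAMRA-labelled phospho-BACH1 decapeptide, phosphate buffer pH 7.3 with 150 mM NaCl, DTT, 0.01% Tween 20; 12 min RT. Binding inhibition seen as FP decrease.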
# DNA Pol III inh – blocks replication by bacterial DNA polymerase III holoenzyme | hit rate 0.25% among 71,000 | Potency, µM (titrated, usually from 57.1 µM), for the others: top-dose activity change, negative = inhibition | reconstituted DNA polymerase III holoenzyme replication, biochemical | AID 603; note: potency is the fitted concentration of half-maximal effect; % is set by controls: 0 for no effect and ±100 for the full control effect
#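 Reconstituted *E. coli* holoenzyme (0.35 nM Pol III, 1 nM beta, 154 nM SSB, 2 nM primase) was preincubated with compound for 15 min at RT. Synthesis on 1.4 nM ssM13Gori ran 35 min, then was stopped with PicoGreen/EDTA and read as dsDNA fluorescence.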
# HADH2 inhib – inhibitors of human HADH2 dehydrogenase; Q99714; recombinant HADH2, NADH fluorescence, beta-hydroxybutyryl-CoA; Potency, µM (titrated, usually from 57.1 µM), for the others: at the highest dose activity change, negative = inhibition, usual class: inhibitors; hit rate 3.4% among 73,000; note: potency is the fitted concentration of half-maximal effect; % is set by controls: 0 for no effect and ±100 for the full control effect; nearly all actives have a fitted effect of over 60% in size; many of its hits are not listed in these tables
# Target sequence (Q99714 whole entry, looked up, one chain of several): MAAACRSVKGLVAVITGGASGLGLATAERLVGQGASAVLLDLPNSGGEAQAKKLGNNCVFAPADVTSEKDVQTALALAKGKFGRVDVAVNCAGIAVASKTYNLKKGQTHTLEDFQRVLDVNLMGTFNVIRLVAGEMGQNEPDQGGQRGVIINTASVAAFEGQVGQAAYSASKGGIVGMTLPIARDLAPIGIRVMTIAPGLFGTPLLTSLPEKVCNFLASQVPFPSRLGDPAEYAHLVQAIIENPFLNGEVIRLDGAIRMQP
#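 Activity measured as NADH fluorescence gain (360/450 nm), taken as the change between first and last reads of a 4-min kinetic run. Conditions: pH 9.0 Tris buffer, 20 nM E. coli-expressed His-tagged enzyme, 1 mM NAD+, 90 uM beta-hydroxybutyryl-CoA; 15-min compound preincubation.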
# Ub-GFP proteasome – ubiquitin-GFP accumulation via proteasome inhibition; Potency, µM (series often up to 45.9 µM), for inactives: top-dose activation (GFP accumulation), most hits filed as activators; 67,000 tested, under 10 active; AID 526; Ubiquitin-GFP reporter cells, proteasome inhibition, GFP fluorescence; response scale: untreated = 0%, 10 µM MG-132 = 100%; active = well fitted activation curve with a large enough effect, not every such curve was filed as active; inconclusive = small, poorly fitted or top-dose-only effect, or another doubt; inactive = no such curve, though single readings can be large or run the other way; note: potency is the fitted concentration of half-maximal effect
#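 GFP accumulation read-out: laser plate cytometry counting ubiquitin(G76V)-GFP-expressing U2OS cells after 4 hr compound exposure at 37 °C. Titrations spanned 46 uM to 2.9 nM; 0% = basal, 100% = 10 uM MG-132; concentration-response curves fitted.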
# BRCT PPI green – BRCA1 BRCT-phosphoprotein interaction inhibition; P38398; BRCA1 BRCT-phosphopeptide binding, green fluorescence polarization; Potency, µM (doses to about 76.9 µM), without a hit: top-dose activity change, negative = inhibition, actives largely listed as inhibitors; hit rate 0.05% among 75,000;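 note: potency is the fitted concentration of half-maximal effect; plate controls were peptide without protein for full effect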
#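 Fluorescence polarization: His-tagged BRCT (~35 kDa BRCA1 C-terminus, 250 nM) bound to 100 nM fluorescein-labeled phosphorylated 10-aa BACH1 peptide, pH 7.3 phosphate buffer with DTT and Tween 20. Compounds incubated 12 min at room temperature; inhibition read as lowered polarization.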
# Hsp90 Hop PPI – changes Hsp90-Hop TPR2A binding signal, up or down. AlphaScreen TPR2A-His6 binding biotin-Hsp90 C-terminal peptide. Potency, µM (series often up to 57 µM), without a hit: at the highest dose activity change, negative = inhibition. hit rate 0.44% among 71,000; active = well fitted curve in either direction with a large enough effect; inconclusive = small, poorly fitted or top-dose-only effect, or another doubt; note: potency is the fitted concentration of half-maximal effect; % is set by controls: 0 for no effect and ±100 for the full control effect; many of its hits are not listed in these tables
# USP2a inh – USP2a (human) protease inhibition; AID 927; USP2a enzymatic assay, qHTS inhibition; Potency, µM (titrated, usually from 38.3 µM), without a hit: top-dose activity change, negative = inhibition, usual class: inhibitors; hit rate 0.1% among 60,000;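 note: potency is the fitted concentration of half-maximal effect; nearly all actives have a fitted effect of over 60% in size; plate controls were DMSO for no effect and NEM full inhibition control for full effect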
# Target sequence (O75604 whole entry, looked up): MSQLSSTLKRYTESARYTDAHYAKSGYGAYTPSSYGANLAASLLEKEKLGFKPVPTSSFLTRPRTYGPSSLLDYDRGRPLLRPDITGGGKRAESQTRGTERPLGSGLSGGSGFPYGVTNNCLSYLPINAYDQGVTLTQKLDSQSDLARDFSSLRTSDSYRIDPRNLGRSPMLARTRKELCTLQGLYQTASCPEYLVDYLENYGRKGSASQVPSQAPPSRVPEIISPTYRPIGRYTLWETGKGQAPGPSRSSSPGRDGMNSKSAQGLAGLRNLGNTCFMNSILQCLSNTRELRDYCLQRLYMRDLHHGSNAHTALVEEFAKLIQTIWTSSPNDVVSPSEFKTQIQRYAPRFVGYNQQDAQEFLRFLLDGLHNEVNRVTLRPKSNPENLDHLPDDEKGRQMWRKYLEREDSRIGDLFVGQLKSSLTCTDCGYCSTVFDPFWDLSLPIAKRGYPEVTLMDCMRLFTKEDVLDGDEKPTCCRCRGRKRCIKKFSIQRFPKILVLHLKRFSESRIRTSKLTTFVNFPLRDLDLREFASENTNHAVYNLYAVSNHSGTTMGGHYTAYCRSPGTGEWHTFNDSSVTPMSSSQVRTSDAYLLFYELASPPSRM
#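 20 nM USP2 core + cpd, 30 min RT; add 20 nM Ub-PLA2/20 uM NBD C6-HPC; read Ex460/Em535 at 0 h and 2.5 h. Normalized to NEM; qHTS curve fit/classification.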
# CRE Fsk mod – modulators of forskolin-stimulated CRE signaling in CHO cells. CHO CRE-bla reporter (cAMP response element driving beta-lactamase), forskolin EC10, beta-lactamase ratio. Potency, µM (highest dose often 38.2 µM), inactives show top-dose activity change, negative = inhibition, hits mostly activators. hit rate 2.5% among 71,000; active = well fitted activation curve with a large enough effect in the signal ratio, with a control signal flat, not every such curve was filed as active; inconclusive = small, poorly fitted or top-dose-only effect, or effect the other way, or a change in a side signal; the % refers to the signal ratio; note: potency is the fitted concentration of half-maximal effect; % of control where 0% means no effect
#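 CRE-bla CHO reporter cells treated with compound titration plus EC10 NKH 477 (water-soluble forskolin), incubated 3 h at 37 °C; CCF4 loading 2 h at room temperature, 460/530 nm emission ratio read, AC50 values derived for positive or negative modulators.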
# 15-hLO inh – blocks human 15-lipoxygenase activity. AID 887. hit rate 1.4% among 74,000. purified 15hLO-1, xylenol orange hydroperoxide absorbance. Potency, µM (doses to about 57.1 µM), without a hit: top-dose activity change, negative = inhibition, usual class: inhibitors. P16050; note: potency is the fitted concentration of half-maximal effect; % is set by controls: 0 for no effect and ±100 for the full control effect; nearly all actives have a fitted effect of over 55% in size
#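 Purified human 15hLO-1 (40 nM final) in 25 mM Hepes pH 7.5, 0.01% Triton X-100 was preincubated with compound 15 min at room temperature, then reacted 6 min with 50 uM arachidonic acid; hydroperoxide detected by Fe-XO, 573/405 nm absorbance ratio.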
# * = called active by the depositor; u = inconclusive; x = no result given; [ ] = another dose, or the depositor's remark. Unless noted, calls come from the whole dose curve; as a rule, active = well fitted curve in the direction sought with a large enough effect; inconclusive = small, poorly fitted or top-dose-only effect, or another doubt; inactive = no such curve, though single readings can be large; an effect the other way counts as inactive or inconclusive.
SMILES,Epigenetic mod,HBB splicing,BRCT PPI red,DNA Pol III inh,HADH2 inhib,Ub-GFP proteasome,BRCT PPI green,Hsp90 Hop PPI,USP2a inh,CRE Fsk mod,15-hLO inh
c1ccc(CSc2nnc3c(n2)OC(c2ccco2)Nc2ccccc2-3)cc1 (configuration not stated),0%,0.6%[0.0738 µM],-1.8%,-2%[11.4 µM],-12%[11.4 µM],9%[9.17 µM],-0.5%,-12%[11 µM],30%[activator][7.66 µM],30%[7.6 µM],-10%[11.4 µM]
O=C1CCC(=O)N1c1cccc(-c2nc3ccccc3o2)c1,x,0.2%,-0.8%,-3%,0%,-4%,-2.2%,-2%[2.3 µM],x,5%,5%
CCN1C(C)=C(C(=O)OC)C(c2ccccc2)N2C(=O)[C@](O)(C(=O)OC)C(c3ccccc3)C(C(=O)c3ccccc3)=C12 (some centres not stated),x,0.0%[9.22 µM],-0.5%[15.4 µM],x,11%[11.4 µM],x,-4.3%[15.4 µM],x,x,x,0%[11.4 µM]
CN(C)Cc1ccccc1-c1cncnc1Nc1ccc(F)cc1,6%[9.22 µM],0.4%,1.0%,-6%,9%,2%,-1.9%,-6%,-19%,-7%,-10%
CNC(=O)C1=NCCCc2cc(OC)c(OC)cc21,-2%,1.4%,0.5%,-7%,u,-2%,-1.9%,-6%,-8%,8%,4%
Cc1c(C(=O)NCCCN2CCOCC2)sc2nc(-c3ccccc3)cn12,x,-0.9%,-5.1%,-11%,5%,1%,9.8%,-8%,x,u,-17%
Nc1nnc(Cc2ccc(Cl)cc2)s1,3%,-0.7%,-0.5%,-11%,-9%,-1%,2.0%,-2%,-3%,6%,0%
Cc1cc(C2CCCCC2)n(O)c(=O)c1,1%[20.6 µM],4.0%[20.6 µM],1.1%,-6%[25.6 µM],6%[25.6 µM],6%[20.5 µM],-1.0%[3.08 µM],-15%[26 µM],5%,-22%[17.1 µM],-20%
CCOc1cccc(OCCCCn2ccnc2)c1,4%,-1.1%[9.22 µM],0.8%,0%,5%,-4%,-1.4%,-6%,-3%,17%,11%
Cc1ccc(C)c2[nH]c(=O)c(CN(CCN3CCCC3)C(=O)Nc3ccc(F)cc3)cc12,-1%,-0.1%[57.5 µM],0.8%,-1%,11%,4%,3.2%,-8%,24%,3%,-17%
C=CCNC(=O)c1ccncc1,-2%,0.1%[57.5 µM],1.2%,-5%,8%,5%,-2.8%,2%,-6%,u,1%
Cc1cccc(NC(=O)Nc2cccc(F)c2)n1,0%,0.3%,0.3%,1%,11%,-20%,-3.4%,u,6%,0%,-6%
O=C(CCn1[nH]c(=O)c2ccccc2c1=O)OC1CCCCC1,-1%,x,1.9%,-1%,-3%,5%,0.2%,1%,-6%,4%,12%
CCOCCOC(=O)CCSc1n[nH]c(=O)[nH]c1=O,2%,0.9%,-0.5%,3%,u,4%,-1.8%,-4%,-1%,0%,17%
CC(=O)N1CCCc2cc(S(=O)(=O)NC(C(=O)NC(C)c3ccccc3)C(C)C)ccc21 (configuration not stated),0%,-0.8%,-0.4%,-5%,-2%,1%,-1.2%,0%,-3%,u,-1%
CCOC(=O)CC(NC(=O)c1ccco1)c1ccccc1Cl (configuration not stated),4%,4.2%,0.9%,-2%,2%,9%,-0.8%,-1%,7%,-7%,3%
CCc1ccc(C2CC(c3ccc(C)cc3)n3nc(N)nc3N2)cc1 (configuration not stated),x,0.1%,-0.1%,-6%,0%,1%,-2.7%,-3%[2.3 µM],x,-3%,11%
Cc1ccc(-n2nnnc2SCC(N)=O)c(C)c1,-3%,-0.3%,-0.6%,-1%,-4%,-4%,0.0%,-5%,-3%,4%,2%
CC1=C(C(=O)OC2CCCCC2)C(c2cccnc2)n2ncnc2N1 (configuration not stated),-1%,-0.8%,-3.6%,5%,-9%,0%,-0.2%,-5%,-4%,u,7%
CCOC(=O)C1=C(O)C(=O)N(c2ccc(S(N)(=O)=O)cc2)C1c1ccc(OC)cc1 (configuration not stated),-3%,1.8%,-1.1%,-10%,u,20%,1.4%,-4%,29%,4%,1%
O=C(NCc1ccc(N2CCCC2=O)cc1)NC1CCCCC1,-2%,-0.8%,1.3%,4%,7%,-2%,-0.9%,-1%,4%,-3%,7%
Cc1cccc(NC(=O)c2cc(NC(=O)c3ccco3)ccc2Cl)n1,-2%,0.0%,0.7%,2%,9%,-9%,3.3%,-3%,21%,29%,-5%
CC(C)n1c(-c2ccco2)csc1=Nc1cccnc1,-4%,3.7%[1.84 µM],0.4%,-3%,u,11%,0.3%,-29%,20%,25%,-9%
COCCSc1nnc(NC(=O)C2CCCO2)s1 (configuration not stated),-1%,-0.8%,1.1%,-2%,-8%,u,-0.1%,-4%,-3%,u,10%
O=C1CCCN1c1ccc(S(=O)(=O)N2CCN(c3ccccn3)CC2)cc1,5%,-1.3%,1.3%,-1%,4%,7%,0.4%,-7%,-9%,1%,-5%
SMILES,Epigenetic mod,HBB splicing,BRCT PPI red,DNA Pol III inh,HADH2 inhib,Ub-GFP proteasome,BRCT PPI green,Hsp90 Hop PPI,USP2a inh,CRE Fsk mod,15-hLO inh
Cc1cc(C)n2c(SCC(=O)Nc3ncc(C(F)(F)F)cc3Cl)nnc2n1,0%,-2.9%,1.4%,-5%,-1%,2%,-1.9%,-4%,2%,19%,4%
COC(=O)C1=C(C)Nc2ncnn2C1c1ccccn1 (configuration not stated),0%,0.1%,-0.2%,-9%,4%,-1%,-3.2%,-8%,-4%,u,8%
CC(=O)O[C@H]1CC[C@]2(C)C(=CC[C@H]3[C@H]4C[C@H]5O[C@]6(CC[C@H](C)CN6)[C@H](C)[C@@H]5[C@]4(C)CC[C@@H]32)C1,-3%[9.22 µM],0.2%[9.22 µM],1.4%[15.4 µM],-3%[11.4 µM],10%[11.4 µM],3%[9.17 µM],-2.8%[15.4 µM],-4%[11 µM],x,8%[7.6 µM],13%[11.4 µM]
C=CCOc1cccc(C2/C(=C(/O)c3ccc(F)cc3)C(=O)C(=O)N2CCN2CCOCC2)c1 (configuration not stated),-4%,1.7%[1.84 µM],1.0%,1%,-14%,4%,-0.6%,-2%,18%,8%,2%
Cn1cnc2c(NC3CCCC3)ncnc21,-1%,-1.0%,-2.9%,-2%,8%,0%,-2.8%,-4%,0%,1%,10%
Cc1ccc2c(c1)N(CC(=O)c1cccc(Cl)c1)C(=O)C(C)O2 (configuration not stated),-2%,x,-1.5%,-6%,4%,-3%,-0.8%,4%,26%,5%,-14%
O=C(Nc1nc2c(s1)C(=O)CCC2)c1ccccc1,6%,0.6%,0.0%,-4%,-17%,8%,-1.1%,-1%,-6%,5%,5%
CCn1c(=O)c(C)nn2c3ccccc3nc12,6%,1.0%[0.369 µM],-4.5%,-2%,3%,x,-0.5%,-2%,3%,13µM*,2%
O=C(O)C1C2C=CC3(CN(Cc4ccco4)C(=O)C13)O2 (configuration not stated),-2%,-0.8%,-1.0%,-9%,-15%,1%,1.9%,0%,x,-4%,8%
O=C(CCN1CCN(CCO)CC1)Nc1ccc(F)c(F)c1,-2%,0.1%[0.0738 µM],0.9%,-5%[11.4 µM],0%[11.4 µM],-2%[9.17 µM],-3.4%,7%[11 µM],-6%[7.66 µM],u,1%[11.4 µM]
CCN(CC)CCCNC(=O)c1cc2c(=O)n(C)c3ccccc3c2n1C,x,-1.3%,-1.7%,-12%,1%,3%,3.2%,-4%[2.3 µM],x,u,-15%
COc1cc(NC(=O)c2cc3sccc3n2C)cc(OC)c1,-1%,x,-2.3%,0%,0%,1%,-0.3%,-9%,23%,15%,-17%
O=C(NCC1CCCO1)c1ccc(S(=O)(=O)N2CCCCC2)cc1 (configuration not stated),-2%,1.6%,1.1%,-2%,1%,6%,-1.3%,-5%,2%,4%,9%

# Compound activity as filed in PubChem.

# A portion of the library; count on the stated rates, not on these rows.
